TEAD-YAP inh: TEAD-YAP interaction inhibition, primary screen, TEAD-YAP interaction inhibitor project, luminescence, HEK-TIYL cells; TEAD-Gal4/YAP UAS-luciferase luminescence; inhibition, % at 9.12 µM; 1.4% of 640,000 active; in the data active = inhibition above about 32%;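 also: 0% = median of test compound wells and 100% = reference inhibitor wells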
FBW7 activator: FBW7 E3 ligase activators, primary screen, biochemical, AlphaScreen, human. AID 1259310, 2017. normalized activity (activation), % at 26.1 µM. AlphaScreen FBW7–phospho-cyclin E peptide binding, activator screen. 0.13% of 650,000 active; in the data active = normalized activity above about 1.9%;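 also: purified mutant Fbw7 with reduced substrate affinity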
MITF inh: MITF inhibitors, primary screen, biochemical, AlphaScreen, human | inhibition, % at 2.6 µM | Microphthalmia-associated transcription factor (Homo sapiens), O75030 | AlphaScreen MITF homodimerization, bead proximity signal | AID 1259374, 2018 | 0.91% of 650,000 active; in the data active = inhibition above about 50%;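 also: 0% = vehicle wells with protein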
Target sequence (O75030 whole entry, looked up): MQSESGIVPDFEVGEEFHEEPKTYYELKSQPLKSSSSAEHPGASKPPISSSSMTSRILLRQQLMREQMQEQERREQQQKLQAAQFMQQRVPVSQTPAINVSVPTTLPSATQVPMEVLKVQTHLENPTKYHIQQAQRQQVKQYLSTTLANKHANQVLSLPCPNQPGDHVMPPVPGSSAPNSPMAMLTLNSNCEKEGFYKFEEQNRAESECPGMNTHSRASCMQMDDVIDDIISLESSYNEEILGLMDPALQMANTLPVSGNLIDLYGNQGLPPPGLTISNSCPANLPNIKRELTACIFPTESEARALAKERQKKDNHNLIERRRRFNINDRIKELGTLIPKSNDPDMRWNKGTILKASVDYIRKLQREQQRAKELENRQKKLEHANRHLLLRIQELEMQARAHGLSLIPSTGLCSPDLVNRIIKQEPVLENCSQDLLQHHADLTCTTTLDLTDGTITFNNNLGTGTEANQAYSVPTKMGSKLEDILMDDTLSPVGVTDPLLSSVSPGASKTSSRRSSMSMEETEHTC
GPR151 activ: activators of human GPR151, primary screen, cell-based, PathHunter beta-arrestin, luminescence | G-protein coupled receptor 151 (Homo sapiens), Q8TDV0 | PathHunter beta-arrestin GPR151 cells | activation, % at 11.2 µM | 1% of 650,000 active; in the data active = activation above about 4.9%;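 also: 0% = median of compound wells and 100% = cells with positive control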
Target sequence (Q8TDV0 whole entry, looked up): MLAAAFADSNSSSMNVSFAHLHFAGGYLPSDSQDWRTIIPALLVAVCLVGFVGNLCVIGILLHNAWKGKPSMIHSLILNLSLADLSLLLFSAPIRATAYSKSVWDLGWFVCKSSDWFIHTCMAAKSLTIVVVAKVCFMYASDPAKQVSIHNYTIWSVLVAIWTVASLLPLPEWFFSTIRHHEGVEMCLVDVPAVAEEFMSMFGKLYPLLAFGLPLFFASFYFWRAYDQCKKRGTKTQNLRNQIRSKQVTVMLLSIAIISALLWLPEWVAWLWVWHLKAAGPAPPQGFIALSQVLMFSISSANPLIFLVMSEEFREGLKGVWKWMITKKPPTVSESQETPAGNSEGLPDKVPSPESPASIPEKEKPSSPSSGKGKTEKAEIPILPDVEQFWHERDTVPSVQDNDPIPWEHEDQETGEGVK
* = called active by the depositor; . = not tested or not shown; & = joins results of further samples.

Molecule	MITF inh	GPR151 activ	FBW7 activator	TEAD-YAP inh
Cc1cc(NC(=O)c2ocnc2C)ccc1Br	15	-2.5	0.5	-56
CCOc1cc(/C=N/NC(=O)C(=O)NC)cc(Br)c1O	22	-0.6	0.1	7
CC(NC(=O)CSc1ccccn1)C12CC3CC(CC(C3)C1)C2 (centres undefined)	18	-0.1	0.5	0
CCN(CC)c1ccc(C2C3=C(CCCC3=O)Nc3ccccc3N2C(C)=O)cc1 (centres undefined)	4	-1.4	0.1	0
CCCC(=O)C1C(=O)CC(C)(C)C(C(=O)OC)C1=O (centres undefined)	14	0.2	0.1	-1
COc1cc(Nc2ncnc3sc4c(c23)CCCC4)cc(OC)c1	6	2.0	0.1	-6
COc1cccc(OC)c1OCC(O)CN1CCN(CCO)CC1 (centres undefined)	6	2.4	-0.2	-1
CC(C)N(C(=O)COC(=O)c1ccc(Cl)nc1)C(C)C	-3	-0.4	0.1	-4
O=C(Cc1ccccc1[N+](=O)[O-])N1CCN(c2ccccc2)CC1	-15	-2.3	-0.1	-13
Cc1[nH]nc2nc3c(c(-c4cc(C)n(C5CCCC5)c4C)c12)C(=O)CCC3	0	4.1	-0.1	1
CCCNC(=O)c1cncc(-c2ccccc2)c1	7	-2.1	0.0	3
O=C(CSc1nc2[nH]ncc2c(=O)n1-c1ccccc1)Nc1ccccc1C(F)(F)F	6	-0.9	0.0	7

(more compounds)
Molecule	MITF inh	GPR151 activ	FBW7 activator	TEAD-YAP inh
Cn1nnc2c(N3CCN(CC(=O)Nc4cccc(Cl)c4)CC3)ncnc21	-6	-0.8	-0.2	1
O=C(CCN1C(=O)S/C(=C\c2ccc(Cl)cc2)C1=O)Nc1ccc(C(=O)O)cc1	16	6.9*	0.2	1
O=C(N/N=C/c1ccc(-c2ccc(I)cc2)o1)c1ccccn1	-12	2.7	-0.1	-9
CC1(C)CC(NC2CCN(c3ccc(NC(=O)Cc4cccc(F)c4)cc3)CC2)CCO1 (centres undefined)	1	0.4	-0.1	5
CCN1CCN(CCCNc2ncc(C(=O)OC)c3ccccc23)CC1	7	-0.8	-0.1	2
Cc1cc(N2CCCCC2)nc2ccc(NC(=O)CSc3ccncc3)cc12	2	1.1	-0.1	3
Cc1ccc(CNC(=O)CCNS(=O)(=O)c2ccc3c(c2)c(=O)n(C)c(=O)n3C)cc1	-4	-0.7	0.1	12
CCNC(=O)CSc1nc2nc(C)cc(C)n2n1	-11	-1.2	-0.1	-2
Cn1c(SCC(=O)Nc2cccnc2Cl)nc2scc(-c3ccccc3)c2c1=O	1	1.2	-0.2	3
CCCCC/C=C\C[C@H]1O[C@H]1C/C=C\C/C=C\CCCC(=O)O	-7	2.5	.	.
COc1ccc([N+](=O)[O-])cc1CSc1nc2ccc(NC(=O)c3cccc4ccccc34)cc2s1	-10	-1.1	0.1	-3
CCc1c(C(=O)N2CCCCCC2)c(=O)cc(C)n1Cc1cccs1	2	-0.4	-0.1	-7

(continued)
Molecule	MITF inh	GPR151 activ	FBW7 activator	TEAD-YAP inh
CC(C)n1c(=O)[nH]c2c(C(N)=O)nc(-c3cccs3)nc21	16	-0.4	0.2	6
COc1cccc(CCc2nnc(CCC(=O)N3CCCC3c3nccs3)o2)c1 (centres undefined)	-1	0.5	-0.1	1
Cc1ccc(OCCCn2c(-c3ccc(Cl)cc3)nc3ccccc3c2=O)c(C)c1	-10	-1.7	0.1	-6
Cc1cccc2c1N(CCOc1ccccc1)C(=O)C2=O	41	1.2	-0.1	3
COC(=O)c1ccc(CN2CCC(n3nccc3NC(=O)CC(C)C)CC2)cc1	0	0.5	-0.2	12
CC1(C)[C@H]2C[C@H](NS(=O)(=O)c3ccc(I)cc3)[C@@H](C/C=C\CCCC(=O)O)[C@@H]1C2	-5	-1.1	.	.
CC(C)(C)c1cc(-c2nnc(-c3cccc(Br)c3)o2)cc(C(C)(C)C)c1	2	-1.9	1.2	5
Cc1nnc(NC(=O)CSc2nnnn2-c2ccc3c(c2)OCCO3)s1	10	0.4	0.1	4
O=C(NCCCN1CCOCC1)c1ccc(Sc2ccc(Br)cc2)c([N+](=O)[O-])c1	7	0.3	-0.1	-2
CSc1cccc2sc(NC(=O)c3ccc(F)cc3)nc12	-10	1.6	0.1	-26
C=C(C)CN(CC)C(=O)CC1C(=O)NCCN1Cc1ccc(OC)cc1F (centres undefined)	8	-1.5	0.0	1
O=C(CCc1nc2ccccc2[nH]1)N1CCN(C(=O)c2ccco2)CC1	13	1.6	0.4	-2

The list goes on.
Molecule	MITF inh	GPR151 activ	FBW7 activator	TEAD-YAP inh
Cc1cc2nc(-c3ccc(NC(=O)c4ccccc4)cc3)oc2cc1C	-15	0.9	0.1	-2
CCN(CC)c1ncnc2sc(C(=O)Nc3ccc(Oc4ccccc4)cc3)c(C)c12	1	-0.9	0.0	1
COc1ccc(/C=N/Nc2ccc(C(=O)O)cc2)c(OC)c1OC	4	-0.7	0.0	-38
CCC(C)Sc1nc(-c2ccco2)nc2c1c(=O)n(C)c(=O)n2C (centres undefined)	-1	3.2	0.0	6
COC(=O)COc1cccc(NS(=O)(=O)c2ccc(Cl)cc2)c1	-6	-2.2	0.2	2
Nc1nc(NCCCN2CCCC2=O)cc(NC2CCN(Cc3ccccc3)CC2)n1	-2&-24	3.0&-1.0	-0.1&-0.2	-1&-2
Clc1ccc(NCc2cn3ccccc3n2)cc1	4	-1.5	-0.1	-61
CCn1c(=O)[nH]c2ccccc2c1=O	1	1.2	0.0	5
Cc1ccccc1NC(=O)c1ccc(F)c(S(=O)(=O)NCc2cccs2)c1	-1	-0.3	-0.1	-6
CC(=O)Nc1ccc(Nc2nc(-c3c(C)nc4ncccn34)cs2)cc1	3	-0.2	0.0	-12
COC(=O)c1cc(OC)c(OC)cc1NC(=O)CCC1CCCC1	-13	1.9	-0.2	0
O=C1CCC(C(=O)N(CC2CCCO2)C2(C(=O)NC3CCCC3)CCCCC2)N1 (centres undefined)	6	-0.9	0.0	1

(list continues)
Molecule	MITF inh	GPR151 activ	FBW7 activator	TEAD-YAP inh
CN(C(=O)/C=C/c1ccc([N+](=O)[O-])cc1)c1ccccc1	-14	-1.0	-0.6	-8
Cc1ccccc1-n1c(-c2ccccc2F)nc2c(cnn2-c2ccccc2)c1=O	5	0.0	-0.2	-1
CCCNc1nc(NCCN2CCOCC2)ncc1C	4	1.0	0.2	2
Cc1c(C)c2ccc(O)c(O)c2oc1=O	1	0.6	-0.2	4
CCn1c(/C=C2/C(=O)N(C)c3ccc(C)cc32)nc2ccccc2c1=O	8	1.2	-0.2	-1
O=C(Nc1nnc(N2CCCCC2)s1)Nc1ccccc1Cl	16	0.1	0.7	-37
N#Cc1c(C(F)(F)F)cc(-c2cccs2)nc1SCC(=O)Nc1ccc([N+](=O)[O-])cc1	5	-1.0	0.3	15
CCCCNC(=O)c1[nH]ncc1[N+](=O)[O-]	10	0.4	-0.1	-3
Cn1nnnc1SCc1cccc(CSc2nnnn2C)n1	7	0.8	0.5	5
CCOC(=O)c1c(C)n(-c2ccccc2)c2ccc(OCC(N)=O)cc12	-2	0.1	0.1	-2
O=C(CCCCCn1c(=S)[nH]c2ccc(Br)cc2c1=O)NCc1ccccn1	0	0.4	0.0	-10
COc1ccc2nc(N3CCN(C(=O)NCc4cccs4)CC3)sc2c1	-10	2.3	0.1	-10

Going on with the list.
Molecule	MITF inh	GPR151 activ	FBW7 activator	TEAD-YAP inh
Cc1[nH]c(=O)[nH]c(=O)c1S(=O)(=O)NCCC12CC3CC(CC(C3)C1)C2	3	0.0	0.6	0
CC(OC(=O)C1=NNC(=O)CC1)C(=O)Nc1cccc(Cl)c1Cl (centres undefined)	6	0.3	0.2	-1
COc1ccc(C(C)=O)cc1COC(=O)c1ccccc1Br	7	-2.1	0.1	4
COc1ccc(Nc2c(-c3ccc(Cl)cc3)c(=O)c2=O)cc1OC	8	0.3	0.5	-2
O=C(NCc1cccnc1)c1ccc(Cn2c(=S)[nH]c3ccc(Br)cc3c2=O)cc1	5	2.0	0.0	5
CNc1ccccc1C(C)(C)c1cc(C)[nH]n1	13	-1.7	-0.3	-12
CNCC(=O)Nc1c2c(nc3c1CCC3)CCCC2	61*	-0.3	0.0	0
O=c1[nH]c(=S)[nH]cc1S(=O)(=O)c1ccc(Cl)cc1	-8	0.7	0.0	2
O=C(CCN1C(=O)C2C3C=CC(C3)C2C1=O)Nc1c(C(F)(F)F)cccc1C(F)(F)F (centres undefined)	-7	-1.4	-0.1	10
Cc1onc(-c2ccccc2Cl)c1-c1nc(-c2ccncc2)no1	-3	0.9	-0.1	0
CCCNC(=O)c1ccccc1NS(=O)(=O)c1cc(Cl)ccc1Cl	2	-0.7	-0.1	0
Cc1c(C(C)NC(=O)c2cc(COc3cccc4cnccc34)on2)cnn1C (centres undefined)	12	-1.2	0.1	43*

One compound at a time, from the list above. Values in the order: MITF inh, GPR151 activ, FBW7 activator, TEAD-YAP inh
Results for CC(C)(C)c1cc(-c2nnc(-c3cccc(Br)c3)o2)cc(C(C)(C)C)c1 → 2, -1.9, 1.2, 5
Results for COC(=O)c1cc(OC)c(OC)cc1NC(=O)CCC1CCCC1 → -13, 1.9, -0.2, 0
Results for CC(=O)Nc1ccc(Nc2nc(-c3c(C)nc4ncccn34)cs2)cc1 → 3, -0.2, 0.0, -12
Results for O=C(N/N=C/c1ccc(-c2ccc(I)cc2)o1)c1ccccn1 → -12, 2.7, -0.1, -9
Results for O=C(CSc1nc2[nH]ncc2c(=O)n1-c1ccccc1)Nc1ccccc1C(F)(F)F → 6, -0.9, 0.0, 7

The list goes on:
Molecule	MITF inh	GPR151 activ	FBW7 activator	TEAD-YAP inh
COc1ccc(OC)c(C2CC(=O)C3=C(C2)NC(=O)CC3c2ccccc2Cl)c1 (centres undefined)	18	-0.4	-0.3	-3
Cc1ccc2nc(N=C(NC(=O)c3ccccc3)NC(=O)c3ccccc3)nc(C)c2c1	14	-0.7	0.2	5
Cc1sc2nc(-c3ccc(Cl)cc3)oc(=O)c2c1C	-14	-0.3	0.0	2
O=C1NC(=Nc2ccccc2)S/C1=C/c1ccccn1	-16	-0.3	0.0	-18
Cc1cccc(NC(=O)c2c(-c3c(Cl)cccc3Cl)noc2C)n1	12	-0.8	-0.3	13
O=C(O)CCC(=O)Nc1ccc(CN2CCCCC2)cc1	6	1.1	-0.1	4
COc1ccc(C2NN(Cc3ccccc3)C3C(=O)N(C4CCCCC4)C(=O)C23)c(OC)c1 (centres undefined)	16	0.4	0.2	3
CCc1ccc(Oc2nc3ccccn3c(=O)c2/C=C(\C#N)C(=O)NC)cc1	12	-5.7	-0.1	12
Nc1nc(Nc2ccc(-n3ccnc3)cc2)nc2c1ncn2-c1ccccc1	8	1.6	-0.2	22
Cc1nnc2sc(NC(=O)c3ccccc3)nn12	10	-6.9	0.2	-8
CCOC(=O)C1=C(C)Nc2[nH]c(=O)[nH]c(=O)c2C1c1ccccc1 (centres undefined)	1	-1.1	-0.1	-3
CCN(CC1CCCO1)C(=O)CCc1nnc(CCCc2ccccc2)o1 (centres undefined)	1	-0.3	-0.1	-56

The results go on:
Molecule	MITF inh	GPR151 activ	FBW7 activator	TEAD-YAP inh
COc1ccc(CN2CCN(C(=O)c3ccc(F)cc3)CC2)cc1OCc1ccccc1	24	0.6	0.0	16
O=C(c1ccc(CNc2c(N3CCCC3)c(=O)c2=O)cc1)N1CCN(c2ccccn2)CC1	8	-0.7	0.6	16
COc1ccccc1/C=C1/Sc2ccc(C(=O)NC(C)C)cc2N(C)C1=O	-19	0.1	-0.1	7
COc1ccc(C(CC(=O)NC2CCCC2)N2Cc3ccccc3C2=O)cc1OC (centres undefined)	-8	0.2	0.6	-11
O=C(N/N=C/c1c(Cl)cccc1Cl)C(=O)NC1CC1	-3	-0.1	-0.1	0
Cc1ccc(C(=O)Nn2c(-c3cccc(Cl)c3)nc3ccccc3c2=O)cc1C	9	-0.4	0.1	10
CN(c1cccc(Cl)c1)S(=O)(=O)c1cccc(C(=O)OCC(=O)OC(C)(C)C)c1	0	0.8	0.0	-4
O=C(Nc1cccc(O)c1)c1cc2n(n1)C(C(F)(F)F)CC(c1ccc(F)cc1)N2 (centres undefined)	24	1.1	-0.1	-9
OCCCNc1ncnc2c1cnn2-c1ccccc1	9	0.9	0.0	-27
CC[C@@H](Cn1ncc2ccccc2c1=O)NC(=O)Cc1ccccc1OC	14	0.6	0.3	8
O=C(Nc1c2c(nn1-c1ccc(Cl)cc1)CS(=O)(=O)C2)c1ccccc1C(F)(F)F	6	-1.5	0.3	7
CCCCCOc1ccc(/C=C/C(=O)NCc2ccccc2)cc1OC	1	0.8	0.2	2

The list continues.
Molecule	MITF inh	GPR151 activ	FBW7 activator	TEAD-YAP inh
COC(=O)C(C)Sc1nnc(CSc2nc(C)cc(C)n2)n1-c1ccccc1 (centres undefined)	3	1.9	0.0	8
Cc1cccc(NC2SC(=O)N(Cc3cccc(C(=O)O)c3)C2=O)c1 (centres undefined)	-3	-2.7	0.0	-1
O=C(NCCc1ccc(O)cc1)c1cnc(N2CCN(c3ccccn3)CC2)s1	6	-1.9	-0.1	14
O=[N+]([O-])c1ccc(N2CCN(c3ncnc4c3c(-c3ccccc3)cn4-c3ccc(Cl)cc3)CC2)cc1	6	-0.1	0.1	2
Nc1ccc(Cl)cc1/C(=N/O)c1ccccc1	5	-0.7	0.0	-5
